# PLAP inhibitors HTS – inhibition of human placental alkaline phosphatase – biochemical, luminescence, HTS (AID 690); inhibition, % at 20 µM; hits with a dose series show IC50 in µM; 96,000 tested, 0.08% active; purified PLAP, luminescent substrate; higher % means a stronger effect; in the data active means a potency from the dose series; inactive means the rest, 99 in 100 with inhibition below about 30%; further: strong numbers were not always called active
# MRP resist rev – MRP-mediated drug resistance reversal. H69AR cells + 2 uM doxorubicin, CellTiter-Glo, 72 h. 85,000 tested, 0.04% active. AID 602. differential viability (reversal), % at 10 µM;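 active means viability drop by adding the cancer drug above about 55%, with treated viability meeting a 40% cutoff, limit read from the data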;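 further: viability without doxorubicin minus viability with 2 µM doxorubicin for each compound; larger differential means the compound sensitizes cells more to doxorubicin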
# IL1B NFkB pot – enhances IL-1B driven NFkB nuclear translocation; 94,000 tested, 0.3% active; HUVEC IL-1B NFkB p65 nuclear translocation imaging; AID 819; activation, % at 2 µM;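 active means activation above 40%, about the mean plus 3 SD, also judged a hit on visual image review; inconclusive means activation above 40% but not a hit on visual review; inactive means activation not above 40% and no visual hit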;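 further: percent activation is computed from the nuclear over cytoplasmic p65 intensity ratio; values of inactives mirror those of a sister screen read the other way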
# NFkB transloc inh – blocks IL-1B driven NFkB nuclear translocation in HUVEC cells; AID 796; 94,000 tested, 0.43% active; inhibition, % at 2 µM; HUVEC IL-1B NFkB p65 nuclear translocation imaging;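 active means inhibition above about 30% together with a positive call from visual inspection of the well image, limit read from the data; inconclusive means inhibition above a set limit but visual check negative; inactive means inhibition not above a set limit, visual check negative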;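 further: nuclear over cytoplasmic p65 intensity ratio measured by imaging; 0% = IL-1B stimulated DMSO wells and 100% = unstimulated DMSO wells; values of inactives mirror those of a sister screen read the other way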
# Bcl-B TR3 displacers – displacers of TR3 peptide from Bcl-B, primary screen, selectivity assay for Bfl-1 inhibitor project, biochemical, fluorescence polarization. FP displacement of FITC-TR3 peptide from Bcl-B; higher % means a stronger effect. displacement, % at 20 µM, or IC50 in µM where a hit was titrated. 96,000 tested, 0.11% active. AID 748;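 active means displacement above 50% at 20 µM plus a fluorescence interference ratio under 1.5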;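 further: plate controls were wells without compound for no effect and wells lacking Bcl-B protein for full effect; a part of the inactive calls stands beside numbers as strong as those of hits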
# MRP resist rev cytotoxicity – recorded beside MRP resist rev, whose call it bears; viability, %; H69AR cells, CellTiter-Glo, 72 h; measured here: cytotoxicity without doxorubicin
# MRP resist rev with doxorubicin – recorded beside MRP resist rev, whose call it bears; viability, %; measured here: viability with 2 uM doxorubicin; hits give low values
# NFkB transloc inh cell count 2 µM – further read-out of NFkB transloc inh, marked with its call; cell count; measured here: cells passing quality filter;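 raw number of nuclei counted in each imaged well without normalization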
# IL1B NFkB pot cell count 2 µM – second read-out of IL1B NFkB pot, no call of its own (marks repeat the call); cell count; measured here: cells passing quality filter
# An asterisk follows results filed as active; ? = inconclusive; / = no result given.
# The line under a structure holds: PLAP inhibitors HTS	MRP resist rev	MRP resist rev cytotoxicity	MRP resist rev with doxorubicin	IL1B NFkB pot	IL1B NFkB pot cell count 2 µM	NFkB transloc inh	NFkB transloc inh cell count 2 µM	Bcl-B TR3 displacers
[1] O=C(Cc1ccc(Cl)cc1)Nc1ccc(N2CCCC2)cc1
  17%	21	113	91	9	159	-9	159	-84%
[2] O=C(CSc1nnc(COc2ccc(Cl)cc2)o1)N1c2ccccc2CCc2ccccc21
  -1%	-54	9	63	-1	163	1	163	-21%
[3] C=CCSC1=N/C(=C\c2ccsc2)C(=O)S1
  -5%	4	97	92	0	149	0	149	-5%
[4] COCCn1c(=O)[nH]c2cc(C(=O)NC3CCCCCC3)ccc2c1=O
  -2%	18	95	77	/	/	/	/	1%
[5] Cc1cc(C)n(C(=O)Cc2cn3ccsc3n2)n1
  3%	9	104	95	-7	167	7	167	3%
[6] CCOC(=O)CSC1=C(C#N)C(c2ccc(F)cc2)C(C(C)=O)=C(C)N1 (configuration not stated)
  -12%	-5	86	91	5	101	-5	101	3%
[7] Brc1ccc2c(c1)C(c1cccs1)=NNC(c1cccnc1)=N2
  27%	/	/	/	3	147	-3	147	-1%
[8] COc1cc(C(=O)NCCC(=O)NCCN2CCCCCC2)cc(OC)c1OC
  -55%	-5	94	100	/	/	/	/	30%
[9] COc1ccc(C(C(O)C(=O)c2c[nH]c3ccccc23)N2CCN(c3ccc(OC)cc3)CC2)cc1 (configuration not stated)
  -38%	-38	47	85	13	127	-13	127	-6%
[10] COc1ccc(S(=O)(=O)N2CCN(C(=O)c3cccs3)CC2)cc1
  -34%	6	104	98	-18	184	18	184	0%
[11] CCS(=O)(=O)N1CCN(C(=O)c2cccs2)CC1
  -4%	2	96	94	?	/	-46	125	-11%
[12] COc1ccc2nc(NC(=O)C(NS(=O)(=O)c3cccs3)C(C)C)sc2c1 (configuration not stated)
  -123%	3	86	83	5	157	-5	157	1%
[13] Cc1cc2cc(CNS(=O)(=O)c3ccc4ccccc4c3)ccc2n1C
  -10%	-3	89	92	-4	60	4	60	9%
[14] CSc1nnc(-c2cc3ccccc3cc2O)n1C
  -10%	23	103	80	6	140	-6	140	23%
[15] CCN(CC)CCNC(=O)c1c(O)c2c([nH]c1=O)CCCC2
  1%	6	99	94	2	96	-2	96	2%
[16] CCC1(C(=O)OC)NC(c2ccco2)C2C(=O)N(c3ccc(C)cc3)C(=O)C21 (configuration not stated)
  -58%	-15	62	78	1	156	-1	156	5%
[17] CN(C)S(=O)(=O)N1CCC(C(=O)O)(c2ccccc2)CC1
  -17%	-12	84	96	1	155	-1	155	-10%
[18] O=C(NCCCN1CCN(C2CCCCC2)CC1)Nc1ccccc1C(F)(F)F
  -3%	/	/	/	-17	86	17	86	9%
[19] COCc1[nH]nc2c1C1(CCC3(CC1)OCCO3)C(C#N)=C(N)O2
  -27%	-1	86	87	/	/	/	/	-3%
[20] Cc1c(N=CN2CCOCC2)c(=O)n(C)c(=O)n1C
  -21%	-1	95	96	33	127	-33	127	-4%
[21] CCn1c(SCC(=O)O)nnc1-c1cc2c(C)nn(-c3ccccc3)c2s1
  -41%	27	92	65	5	148	-5	148	-1%
[22] O=C(Nc1ccc(F)cc1)NC1(C(=O)NCc2ccco2)CCCCC1
  6%	-7	92	98	3	104	-2	104	0%
[23] CCOC(=O)C1CCCN(Cc2sccc2C)C1 (configuration not stated)
  1%	-6	91	97	-2	169	2	169	-5%
[24] CCOC(=O)CC(=O)Nc1cc(Cl)ccc1O
  8%	3	99	97	/	/	/	/	-7%
[25] C/C(=N/n1cnnc1)c1cccnc1
  -2%	8	93	85	5	124	-4	124	-9%
[26] COc1cc2nc(SCc3ccc(Cl)cc3Cl)n(Cc3cccs3)c(=N)c2cc1OC
  -18%	/	/	/	0	135	0	135	-5%
[27] Cn1cnnc1SCC(=O)Nc1ccc2nc(SCc3cccc4ccccc34)sc2c1
  -36%	-19	82	101	2	161	-2	161	-29%
[28] CC1(C)CC(=O)C=C(OC(=O)c2ccc(Cl)cc2)C1
  -4%	/	/	/	/	/	/	/	5%
[29] CC(NC(=O)CSc1nc2ccccc2c(=O)[nH]1)c1ccccc1 (configuration not stated)
  /	3	86	83	-2	153	2	153	/
[30] Cc1cccc(N2CCN(C(=O)c3cn(C)c(=O)c4c3c3ccccc3n4C)CC2)c1C
  -22%	-52	31	83	-11	110	11	110	1%

# (list continues)
# The line under a structure holds: PLAP inhibitors HTS	MRP resist rev	MRP resist rev cytotoxicity	MRP resist rev with doxorubicin	IL1B NFkB pot	IL1B NFkB pot cell count 2 µM	NFkB transloc inh	NFkB transloc inh cell count 2 µM	Bcl-B TR3 displacers
[31] Cc1c(NC(=S)NC(=O)Cc2ccccc2)cccc1C(=O)O
  10%	/	/	/	7	160	-7	160	-6%
[32] Cc1cc(C)nc(Sc2ccc(/C=C(\C#N)C(=O)Nc3ccccc3)o2)n1
  10%	/	/	/	0	222	0	222	0%
[33] COc1cccc(NC(=O)CN2CCN(c3ccccc3F)CC2)c1
  25%	25	85	61	9	145	-9	145	2%
[34] COC(=O)c1ccc(Cl)c(NC(=O)c2ccc(-c3ccccc3)cc2)c1
  -2%	/	/	/	-7	110	7	110	-2%
[35] Cc1cc(C)c(NC(=O)C(C)Sc2nc3ccc(N4C(=O)c5ccccc5C4=O)cc3s2)c(C)c1 (configuration not stated)
  -3%	/	/	/	8	113	-8	113	-4%
[36] COCCCN1C(=O)C(=O)/C(=C(/O)c2ccc(OC)cc2C)C1c1cccnc1 (configuration not stated)
  3%	1	91	91	20	91	-20	91	1%
[37] Cc1cc(Br)ccc1SCC(=O)OCC(=O)N1CCN(C(=O)c2ccco2)CC1
  -67%	0	98	98	10	118	-10	118	-4%
[38] C/C(CC(=O)Nc1ccccc1[N+](=O)[O-])=N\NC(=O)COc1ccccc1C
  -25%	/	/	/	-6	181	6	181	8%
[39] C/C(CC1(O)/C(=N/O)CCc2nonc21)=N\O (configuration not stated)
  11%	-20	91	111	13	99	-13	99	4%
[40] c1ccc2nc3[nH]cnc3nc2c1
  12%	-16	73	89	/	/	/	/	-2%
[41] COC(=O)Cn1cnc2c1c(=O)n(C)c(=O)n2C
  /	5	93	88	3	125	-3	125	/
[42] Cc1nn(-c2ccccc2)c(Cl)c1C1C(C#N)=C(N)OC2=C1C(=O)CCC2 (configuration not stated)
  -31%	-29	47	76	/	/	/	/	-2%
[43] FC(F)(F)c1cccc(Oc2nc(-c3ccccc3)nnc2C(F)(F)F)c1
  18%	/	/	/	0	125	0	125	0%
[44] CS(=O)(=O)N(CC(=O)N1CCN(c2ccccc2F)CC1)C1CCCCC1
  -7%	2	95	93	11	59	-11	59	-7%
[45] C=CCOc1c(Cl)cc(CNc2ccc(N(C)C)cc2)cc1OC
  -11%	/	/	/	-59	146	0	149	-12%
[46] CCN(CC)C(=O)CN(c1ccc(F)c(Cl)c1)S(C)(=O)=O
  -10%	2	89	87	-12	138	12	138	-8%
[47] CCC(NC(=O)c1cccc(Cn2nc(C)c([N+](=O)[O-])c2C)c1)c1ccc(C(C)C)cc1 (configuration not stated)
  -11%	/	/	/	6	136	-6	136	-6%
[48] CCOc1ccc2[nH]c(=O)c(CN(CCN3CCOCC3)Cc3nnnn3C(C)(C)CC)cc2c1
  -54%	-8	74	83	0	114	0	114	-8%
[49] Cc1cccc(OCC(=O)NNC(=O)Nc2cccc(Cl)c2)c1C
  -14%	/	/	/	-5	191	4	191	0%
[50] Cc1nc2oc3c(NCc4ccccn4)ncnc3c2c2c1COC(C)(C)C2
  -29%	4	81	78	/	/	/	/	0%
[51] CCCOc1ccc(C(CC(=O)O)NC(=O)c2cccs2)cc1 (configuration not stated)
  -13%	-3	96	98	5	86	-5	86	-9%
[52] COc1cc(CNC2CCCCCC2)cc(OC)c1O
  -3%	-1	98	99	28	172	-28	172	2%
[53] Cc1nc2c([nH]1)C1(CCN(Cc3ccccc3)CC1)C(C#N)=C(N)O2
  8%	/	/	/	14	128	-14	128	4%
[54] CCC(=O)Nc1ccc(F)c(Cl)c1
  -19%	-3	95	98	-4	172	4	172	-4%
[55] Cc1nc2cc(-c3ccccc3)nn2c(C)c1CCC(=O)NCc1ccco1
  11%	-38	45	83	31	190	-31	190	-3%
[56] CCCN1C(=O)/C(=C/c2cc(C)n(C)c2C)SC1=Nc1ccc(OCC)cc1
  11%	/	/	/	1	183	-1	183	-43%
[57] C=CCn1c(SCC(=O)Nc2ccc3c(c2)CCC3)nnc1-c1cccs1
  -67%	/	/	/	/	/	/	/	0%
[58] O=C(COC(=O)CCC(=O)c1cccs1)NCc1ccco1
  11%	-3	91	95	-1	179	1	179	16%
[59] CCN(CC)c1cc(Oc2ccccc2)ncn1
  -22%	33	98	65	8	133	-8	133	7%
[60] O=c1[nH]c2ccc(NC(=S)Nc3ccccc3Cl)cc2[nH]1
  -18%	/	/	/	-1	149	1	149	1%

# More compounds
# The line under a structure holds: PLAP inhibitors HTS	MRP resist rev	MRP resist rev cytotoxicity	MRP resist rev with doxorubicin	IL1B NFkB pot	IL1B NFkB pot cell count 2 µM	NFkB transloc inh	NFkB transloc inh cell count 2 µM	Bcl-B TR3 displacers
[61] Cn1c(N)c(C(=O)COC(=O)C23CC4CC(CC(C4)C2)C3)c(=O)n(C)c1=O
  -87%	4	97	92	27	176	-27	176	-2%
[62] Cc1ccc(C(C#N)c2ccc(C(=O)c3ccc(F)cc3)cc2)cc1 (configuration not stated)
  54%	-6	96	101	-9	159	9	159	-8%
[63] O=C(NC1CCCCC1)C1c2ccccc2C(=O)N1Cc1ccco1 (configuration not stated)
  -6%	4	90	86	-5	118	5	118	2%
[64] CCOC(=O)CC1C(=O)NCCN1C(=O)c1ccc(F)cc1F (configuration not stated)
  -9%	0	88	88	9	179	-9	179	-6%
[65] COc1ccc(N(CC(=O)Nc2cccc(SC)c2)S(C)(=O)=O)cc1Cl
  -11%	6	79	72	21	135	-21	135	2%
[66] C#CCSc1nccc(-c2nn(-c3ccc(C)cc3)ccc2=O)n1
  -18%	-51	17	69	6	48	-4	174	-18%
[67] COC(=O)c1ccc(CSc2nc3c(c(=O)n2-c2ccc(F)cc2)SCC3)o1
  /	/	/	/	18	160	-18	160	/
[68] Cc1cn2c(nc1=O)OC1C(O)C(COC(=O)c3ccccc3)OC12 (configuration not stated)
  1%	-4	96	99	-2	136	2	136	-3%
[69] NC(=O)c1ccccc1NS(=O)(=O)c1cccs1
  17%	3	97	94	4	98	-4	98	-12%
[70] O=C(Nc1cccc(C(=O)N2CCCC2)c1)c1ccccc1Cl
  2%	1	93	92	4	157	-4	157	-7%
[71] CC(=O)OC1COC(n2ccc3cc([N+](=O)[O-])ccc32)C(OC(C)=O)C1OC(C)=O (configuration not stated)
  /	5	90	85	-6	104	6	104	/
[72] CC(N=c1ccccn1C(=O)Nc1ccc(Cl)cc1)c1ccco1 (configuration not stated)
  15%	-7	100	107	-8	136	8	136	-1%
[73] CCSc1ncc(C#N)c(N)n1
  10%	5	91	86	-1	210	0	210	15%
[74] Cc1ccccc1CSc1nnc(C)n1N
  13%	3	95	92	2	143	-2	143	-12%
[75] N#CCCN1CCN(S(=O)(=O)c2ccc(S(=O)(=O)N3CCOCC3)cc2)CC1
  -4%	15	96	80	/	/	/	/	1%
[76] CCN1CCN(Cc2ccc(NC(=O)Nc3ccc(SC)cc3)cc2)CC1
  -47%	-2	72	74	7	107	-7	107	-5%
[77] CCOc1cc(C)c(Cl)cc1S(=O)(=O)N(CC)CC
  -11%	-1	79	80	20	123	-20	123	3%
[78] CC(C)c1cc(NCC2CCCO2)n2c(nc3ccccc32)c1C#N (configuration not stated)
  -48%	-8	10	18	18	79	-18	79	-1%
[79] CCCCC(=O)Nc1cccc2c1C(=O)N(c1ccccc1)C2=O
  0%	-2	96	98	/	/	/	/	-8%
[80] Cn1nc(C(F)(F)F)c(/C=N/OCc2c(Cl)cccc2Cl)c1Cl
  6%	/	/	/	5	104	-5	104	-9%
[81] NC(=O)c1cc2nc(-c3ccco3)cc(C(F)(F)F)n2n1
  /	0	89	89	-12	112	12	112	/
[82] CCCc1[nH]n(-c2nc3ccccc3s2)c(=O)c1C=NCC(C)C
  -112%	-2	58	60	-14	201	14	201	-11%

# The list is partial; the hit share may differ from the screen's.
